All columns: NCI-60 one-dose screen, growth in % after 48 h at 10 µM unless noted; 100 = growth as untreated, 0 = no growth, -100 = all killed.
HL-60(TB): HL-60(TB) leukemia cells | 9% of 78,000 active | AID 1794776; active = growth percent below 10
* marks the source's active call; other numbers are inactive results; & = joins results of further samples.

The first 6 entries, to show the layout:
#	canonical_smiles	HL-60(TB)
1	CSc1nc(Nc2cccc(NC(=O)CC#N)c2)c(C#N)c(-c2cccc([N+](=O)[O-])c2)n1	98
2	Cc1ccc(C(=O)NCCCNc2nccc(-n3ccc4cccnc43)n2)cc1	105
3	O=C1NC(=O)C(Cc2ccccc2)(Cc2ccccc2)C(=O)N1	89
4	CS(=O)(=O)Oc1cc2oc(=O)c3c(c2cc1Cl)CCCCC3	99
5	Clc1ccc(-c2csc(NCC3CCCO3)n2)cc1 (stereo unspecified)	98
6	Nc1ccc(-c2ccc(F)cc2)cc1NC(=O)C1CC2CCC(C1)O2 (stereo unspecified)	105

The list itself (from the top)
#	canonical_smiles	HL-60(TB)
1	CSc1nc(Nc2cccc(NC(=O)CC#N)c2)c(C#N)c(-c2cccc([N+](=O)[O-])c2)n1	98
2	Cc1ccc(C(=O)NCCCNc2nccc(-n3ccc4cccnc43)n2)cc1	105
3	O=C1NC(=O)C(Cc2ccccc2)(Cc2ccccc2)C(=O)N1	89
4	CS(=O)(=O)Oc1cc2oc(=O)c3c(c2cc1Cl)CCCCC3	99
5	Clc1ccc(-c2csc(NCC3CCCO3)n2)cc1 (stereo unspecified)	98
6	Nc1ccc(-c2ccc(F)cc2)cc1NC(=O)C1CC2CCC(C1)O2 (stereo unspecified)	105
7	NNC(=O)Cc1cccc2ccc(Cl)cc12	99
8	C/C(=N/NC(N)=S)c1ccc(Nc2nc(SC(C)C)nc(-c3ccc(F)cc3)c2C#N)cc1	91
9	CCCCC(CCCCCC(CCCC)NCc1ccc2c(c1)OCO2)NCc1ccc2c(c1)OCO2 (stereo unspecified)	-77*
10	O=C(O)CSC1=NC(c2cccc([N+](=O)[O-])c2)c2sc3ccc(Cl)cc3c2N1 (stereo unspecified)	94
11	NC(N)=N/N=C(/N=Nc1ccccc1)c1cccc2cccnc12	108
12	CCOC(=O)C(Cc1ccccc1)n1c(O)c(C=N)sc1=S (stereo unspecified)	85
13	CN1c2ccncc2Sc2ccncc21	100
14	CC(=NCCN=C(C)c1ccccc1O)c1ccccc1O	94
15	N#CCC(=O)Nc1nc2ccccc2nc1Cl	102
16	CN(C)CCCNc1c2ccccc2nc2ccccc12	73
17	c1ccc(Nc2nc3c(s2)CCCc2cc[nH]c2-3)nc1	96
18	C=C(C)[C@@H]1CC[C@]2(CO)CC[C@]3(C)[C@H](CC[C@@H]4[C@@]5(C)C/C(=C/c6ccco6)C(=O)C(C)(C)[C@@H]5CC[C@]43C)[C@@H]12	100
19	CCOC(=O)c1ccc2c(c1)[n+](=O)c(C(=O)Nc1ccccc1)c(C)n2[O-]	66
20	CCCCN1C(=O)/C(=c2\sc3n(c2=O)NC2C(N=3)N(CC)C(=O)N2CC)c2cc(C)ccc21 (stereo unspecified)	96
21	C=C1CC[C@@H]2[C@]3(C)COC(c4cccs4)O[C@@H]3CC[C@@]2(C)[C@@H]1CC(O)C1=CCOC1=O (stereo partly specified)	93
22	S=c1[nH]cc(Oc2ccc(Cl)cc2Cl)c(=S)[nH]1	91&114
23	CC1=C(C(=O)Nc2ccccc2)C(c2cccc(Cl)c2Cl)n2c(nc3ccccc32)N1 (stereo unspecified)	9.8*
24	CCOC(=O)c1c(Nc2ncnc3cc(OC)c(OC)cc23)sc2c1CCCCC2	100
25	COc1cc2ncnc(Nc3ccc(S(=O)(=O)Nc4nccs4)cc3)c2cc1OCCCN1CCCC1	109
26	CCCCCC(=O)Oc1ccc(/C(=C(\C)c2ccccc2)c2ccc(OCCCN(C)C)cc2)cc1	120
27	CCN(CC)c1ccc(Nc2ccc(CC(=O)c3ccccc3)cc2)cc1	98
28	CCCCSc1nnc(-c2c(C)nc3ccc(C)cn23)o1	107
29	c1ccc(CCN2CCCCC2Cc2ccccc2)cc1 (stereo unspecified)	80
30	O=C1NC(=O)C(Nc2ccc(Cl)c(Cl)c2)C(=O)N1	102
31	CC(=O)Nc1c(Cl)cccc1[N+](=O)[O-]	105
32	COc1cc(/C=N/NC(=O)C2CCC(=O)N2)ccc1O (stereo unspecified)	96
33	COC(=O)C(C)Oc1ccc(OC#N)cc1 (stereo unspecified)	46
34	COc1ccc(/C=C2\SC(=O)N(/N=C/c3ccc(OC)cc3)C2=O)cc1	99
35	CNC(=O)c1cc(Oc2ccc3c(c2)sc2nc(-c4ccc(Br)cc4)c(CN4CCN(C)CC4)n23)ccn1	93
36	N=c1scc(-c2ccc(Cl)cc2)n1CC(=O)N1CCOCC1	97
37	COc1ccc(C2=NN(C(C)=O)C(c3cn(-c4ccccc4)nc3-c3ccc(Cl)cc3)C2)cc1 (stereo unspecified)	3.2*
38	Cc1cc(C)c2c(N)c3cccc(C)c3nc2n1	-19*
39	O=C(N1c2ccccc2Sc2ccccc21)n1ccc2cccnc21	25
40	c1ccc2c(-c3c[nH]c4ccccc34)c3c(cc2c1)[nH]c1ccccc13	52
41	O/N=C(/CCc1ccccc1)c1ccccc1	65
42	Cc1cc(C2=NNC(=O)Cc3cc4c(cc32)OCCO4)ccc1N	81
43	Cc1nc(/N=C(N)/N=C(\N)c2ccccn2)sc1C	91
44	CC(C)CN(CC(C)C)CC(O)c1ccc(Br)cc1 (stereo unspecified)	91
45	CCCCN(CCO)Cc1cc(Nc2c3ccccc3nc3ccccc23)ccc1O	78
46	N#Cc1cnn(C(=O)c2ccccc2Br)c1NC(=O)c1cccc(Cl)c1	89
47	Clc1ccc(-c2noc(CSc3nc4ccccc4s3)n2)cc1	107
48	Cc1c(N)c(C)c(Br)c(C)c1N	96
49	COc1ccc(C(=O)c2ccc3[nH]c(=O)nc(N)c3c2)cc1	101
50	CCCCN(CCCC)CCCNc1c2c(nc3ccc(OC)cc13)CCCC2	73

The list goes on (two carried over from the part before).
#	canonical_smiles	HL-60(TB)
49	COc1ccc(C(=O)c2ccc3[nH]c(=O)nc(N)c3c2)cc1	101
50	CCCCN(CCCC)CCCNc1c2c(nc3ccc(OC)cc13)CCCC2	73
51	COc1ccc(-c2nn(-c3cccc(Cl)c3)cc2-c2cc(-c3cccs3)nc(N)n2)cc1	88
52	COc1ccccc1NC(=O)/C(=C/n1c(=S)[nH]c2ccccc21)C(C)=O	105
53	O=C(CSc1nc2ccccc2c(=O)n1-c1ccccc1)Nc1ccc(S(=O)(=O)NC(=S)Nc2ccccc2)cc1	103
54	COc1ccc(C(=S)N2CCN(c3cccc(Cl)c3)CC2)cc1	130
55	Cc1nc(C)c(C(N)=O)s1	90
56	FC(F)(F)COc1ccc(/C=N/NC(=S)Nc2ccccc2)cc1	105
57	CCCCNC(=O)c1ccc(Cn2c(CCCC)nc3c(N)nc4ccccc4c32)cc1	97
58	COc1cc(NCC(=O)Nc2cc(Nc3ccccc3)ncn2)c(Cl)c(OC)c1Cl	101
59	CN1C=CN(Cc2ccc(-c3ccccn3)nc2)[CH-]1.CN1C=CN(Cc2ccc(-c3ccccn3)nc2)[CH-]1.[Au+3]	-9.4*
60	COc1ccc2c(c1)oc1c3[nH]c4ccccc4c3c3c(c21)C(=O)N(C(=O)OC(C)(C)C)C3=O	78
61	CCCC(CCC)NCC(O)c1cc(-c2ccc(C(F)(F)F)cc2)nc(C(F)(F)F)c1 (stereo unspecified)	-46*
62	O=C1CCCN1C1CCN2c3ccccc3CCc3cccc1c32 (stereo unspecified)	97
63	COc1ccc(C(C)n2cc(-c3ccccc3)nn2)cc1OC1CCCCC1 (stereo unspecified)	66
64	COc1ccc(C2CC(c3ccc(Cl)cc3)=NN2/C=C2\SC(=S)N(c3ccc(OC(C)=O)cc3)C2=O)cc1 (stereo unspecified)	91
65	Cc1ccc(-c2cssc2=S)cc1	102
66	N[C@H]1CN(C(=O)c2cc3cc(Br)c(F)c(F)c3[nH]2)C[C@@H]1O	98
67	O=c1c(-c2nc3ccccc3[nH]2)cc2ccccc2n1Cc1cn(Cc2cccc(Oc3ccccc3)c2)nn1	95
68	O=C(O)CCC(=O)N1CCOCC1	117
69	CCOC(=O)N1C(=O)/C(=C\c2ccc(Cl)cc2)SC1=Nc1c(C)nn(-c2ccccc2)c1N	96
70	COC(=O)C1=C(C(C)=O)C(c2cc(OC)c(OC)c(OC)c2)C(C#N)=C(N)O1 (stereo unspecified)	106
71	CCOC(=O)NCCc1nc2c([nH]1)c(=O)n(C)c(=O)n2C	124
72	COc1cc(/C=N/C2=NNC(C)(c3ccccc3O)N2C(Cc2c[nH]c3ccccc23)C(=O)O)ccc1O (stereo unspecified)	91
73	CCOC(=O)N1CCc2c(sc3ncnc(OCc4cn([C@@H]5OC(COC(C)=O)[C@H](OC(C)=O)[C@H](OC(C)=O)C5OC(C)=O)nn4)c23)C1 (stereo partly specified)	90
74	Cc1ccc(C(=O)Nc2ccc(CN3CCN(C)CC3)c(C(F)(F)F)c2)cc1C#Cc1cnc(N)cc1C#N	-53*
75	O=S(=O)(NCCCNc1nccc(-c2c(-c3ccc(F)c(O)c3)nc3sccn23)n1)c1ccccc1	70
76	CCN(CC)CCNc1ccc(CO)c(Cl)c1	101
77	CC1=CCC[C@@H]2C1(C)CC[C@H](C)[C@@]2(C)CC1=CC(=O)C(SC(C)(C)C)=CC1=O (stereo partly specified)	56
78	O=c1n(C2OC(CO)C(O)C2O)ccc2nccn12 (stereo unspecified)	101
79	O=C(NN1C(=O)c2ccccc2C1=O)c1ccc2nc(-c3ccc(Cl)cc3)[nH]c2c1	101
80	CC(C)Sc1ncnc2[nH]ncc12	92
81	O=C1Nc2ccccc2/C1=C/c1nc2ccccc2c(=O)[nH]1	102
82	C[S+](C)Cc1ccc(C(=O)Oc2ccc([N+](=O)[O-])cc2)cc1	98
83	Cc1cc(=O)oc2cc(OCCN(C(C)C)C(C)C)ccc12	104
84	CCC(=O)c1c(C(=O)OC)c(C(=O)OC)c2ccc3c4ccccc4ccc3n12	93
85	CCc1nc(N)nc(N)c1-c1ccc(Cl)cc1	51
86	Cn1c(SCC(=O)Nc2ccc([N+](=O)[O-])cc2)nc2ccccc2c1=O	69
87	CCc1c(Cl)nc(N)nc1Nc1ccc(C)c(C)c1	88
88	O=C1/C(=C\c2ccc(Cl)cc2)CN(C(=S)Nc2ccccc2)C/C1=C\c1ccc(Cl)cc1	-15*
89	O=C(/C=C/c1cn(Cc2ccccc2)c2ccccc12)c1cc2ccccc2oc1=O	86
90	COC(=O)[C@]1(C)CCC[C@]2(C)[C@H]3C[C@@H]4[C@H]5[C@@H]6CC/C(=N\OCC/C(N)=N/O)[C@H]5[C@@]3(CC[C@H]21)CC4(C(C)C)O6	31
91	COc1ccc(/C(=C\c2ccc3c(c2)OCO3)C(=O)Nc2nc3ccc(F)cc3s2)cc1OC	93
92	CCOP(C)(=O)/C(Cc1ccc(OC)c(OC)c1)=N\O (stereo unspecified)	98
93	CCCN[C@H]1CCc2nc(N)sc2C1	124
94	NC(=O)c1cnc(Nc2cccc(N)c2)nc1NCCCNC(=O)C1CCC1	55
95	CN(C)C(=S)Sc1ccc([N+](=O)[O-])cc1[N+](=O)[O-]	-5.2*
96	CC(C)=C/C(C)=N\NS(=O)(=O)c1ccc([N+](=O)[O-])cc1	87
97	O=c1ccc(=Nc2ccc(NNc3ccccc3)cc2)c2c(=O)c3c([N+](=O)[O-])ccc(O)c3c(=O)c1=2	69
98	COC(=O)CC1CC2(C(=O)OC)c3[nH]c4ccccc4c3CCN2C1=O (stereo unspecified)	101
99	O=C(CN1CCN(c2cc3c(cc2F)c(=O)c(C(=O)N/N=C/c2ccc(Br)cc2)cn3C2CC2)CC1)N/N=C\c1ccc(Br)cc1	84
100	Cc1ccc(N2C(=O)CC(Sc3ccccc3N)C2=O)cc1 (stereo unspecified)	86

Following part.
#	canonical_smiles	HL-60(TB)
101	CCc1ccc(OCc2ccccc2C(=O)Nc2ccc3nc(C)cc(N)c3c2)cc1	-76*
102	CC1(CO)COC(c2ccc(Cl)cc2)N1 (stereo unspecified)	102
103	CC(=O)NC(Cc1cnc[nH]1)C(=O)O (stereo unspecified)	99
104	C[N+](C)(C)CC1CCCC1	99
105	CCCCC[C@H](O)C/C=C1/C(=O)C=C[C@@H]1C/C=C\CCCC(=O)OC	25
106	O=[N+]([O-])c1ccc(/C=C/c2ccc([N+](=O)[O-])cc2)cc1	104
107	O=C1/C(=C/c2ccc(Cl)cc2)N=C2SCN(c3ccc(F)cc3)CN12	100
108	O=C(CN1CCOCC1)N1CCOCC1	109&101
109	c1ccc(Nc2nnc(Nc3ccccc3)s2)cc1	53
110	O=C(NC1CCC(CN2CCOCC2)CC1)C1CCC2NOC(C3CCCCC3)C2C1 (stereo unspecified)	95
111	O=C1N(Cc2cc(F)cc(F)c2)c2ccccc2S(=O)(=O)N1c1cccnc1Cl	91
112	COc1ccc(/C=C(/C#N)n2nnc3cccc(F)c32)cc1	-9.8*
113	C=C(C)[C@@H]1CC[C@]2(C(=O)O)CC[C@]3(C)[C@H](CC[C@@H]4[C@@]5(C)C[C@@H](Cc6cn(C7OC(CO)C(O)C(O)C7O)nn6)[C@H](O)C(C)(C)[C@@H]5CC[C@]43C)[C@@H]12 (stereo partly specified)	96
114	Nc1ccc(CC(=S)N2CCOCC2)cc1	92
115	Cc1ccc(/C=N/NC(=O)Nc2[nH]c3ccc(S(N)(=O)=O)cc3c2-c2ccccc2)cc1	78
116	O=C1/C=C/[C@@H](O)[C@@H]2C[C@@H](O)C[C@H]2/C=C/CCC[C@@H](C(F)(F)F)O1	104
117	O=C(O)c1cscc1-c1cccc2ccccc12	90
118	Cc1ccc(C(F)(F)F)cc1N1CCN(C(=O)[C@@H]2C[C@@H]2c2ccc(S(F)(F)(F)(F)F)cc2)CC1	83
119	O=C(CSc1nccc(=O)[nH]1)Nc1ccc(-c2nc3ccc([N+](=O)[O-])cc3[nH]2)cc1	107
120	Cc1ccc[n+](CC(=O)c2ccc(-c3ccccc3)cc2)c1	101

Compound activity (PubChem BioAssay)

An excerpt. The share of hits here may be higher or lower than overall.
